# TcdB GH inh – TcdB glycohydrolase inhibition; P18177; TcdB glycohydrolase enzymatic assay, plate reader; inhibition, % at 9.99 µM; hit rate 0.24% among 350,000; AID 652162; in the data active = inhibition above about 10%
# Target sequence (P18177 whole entry, looked up): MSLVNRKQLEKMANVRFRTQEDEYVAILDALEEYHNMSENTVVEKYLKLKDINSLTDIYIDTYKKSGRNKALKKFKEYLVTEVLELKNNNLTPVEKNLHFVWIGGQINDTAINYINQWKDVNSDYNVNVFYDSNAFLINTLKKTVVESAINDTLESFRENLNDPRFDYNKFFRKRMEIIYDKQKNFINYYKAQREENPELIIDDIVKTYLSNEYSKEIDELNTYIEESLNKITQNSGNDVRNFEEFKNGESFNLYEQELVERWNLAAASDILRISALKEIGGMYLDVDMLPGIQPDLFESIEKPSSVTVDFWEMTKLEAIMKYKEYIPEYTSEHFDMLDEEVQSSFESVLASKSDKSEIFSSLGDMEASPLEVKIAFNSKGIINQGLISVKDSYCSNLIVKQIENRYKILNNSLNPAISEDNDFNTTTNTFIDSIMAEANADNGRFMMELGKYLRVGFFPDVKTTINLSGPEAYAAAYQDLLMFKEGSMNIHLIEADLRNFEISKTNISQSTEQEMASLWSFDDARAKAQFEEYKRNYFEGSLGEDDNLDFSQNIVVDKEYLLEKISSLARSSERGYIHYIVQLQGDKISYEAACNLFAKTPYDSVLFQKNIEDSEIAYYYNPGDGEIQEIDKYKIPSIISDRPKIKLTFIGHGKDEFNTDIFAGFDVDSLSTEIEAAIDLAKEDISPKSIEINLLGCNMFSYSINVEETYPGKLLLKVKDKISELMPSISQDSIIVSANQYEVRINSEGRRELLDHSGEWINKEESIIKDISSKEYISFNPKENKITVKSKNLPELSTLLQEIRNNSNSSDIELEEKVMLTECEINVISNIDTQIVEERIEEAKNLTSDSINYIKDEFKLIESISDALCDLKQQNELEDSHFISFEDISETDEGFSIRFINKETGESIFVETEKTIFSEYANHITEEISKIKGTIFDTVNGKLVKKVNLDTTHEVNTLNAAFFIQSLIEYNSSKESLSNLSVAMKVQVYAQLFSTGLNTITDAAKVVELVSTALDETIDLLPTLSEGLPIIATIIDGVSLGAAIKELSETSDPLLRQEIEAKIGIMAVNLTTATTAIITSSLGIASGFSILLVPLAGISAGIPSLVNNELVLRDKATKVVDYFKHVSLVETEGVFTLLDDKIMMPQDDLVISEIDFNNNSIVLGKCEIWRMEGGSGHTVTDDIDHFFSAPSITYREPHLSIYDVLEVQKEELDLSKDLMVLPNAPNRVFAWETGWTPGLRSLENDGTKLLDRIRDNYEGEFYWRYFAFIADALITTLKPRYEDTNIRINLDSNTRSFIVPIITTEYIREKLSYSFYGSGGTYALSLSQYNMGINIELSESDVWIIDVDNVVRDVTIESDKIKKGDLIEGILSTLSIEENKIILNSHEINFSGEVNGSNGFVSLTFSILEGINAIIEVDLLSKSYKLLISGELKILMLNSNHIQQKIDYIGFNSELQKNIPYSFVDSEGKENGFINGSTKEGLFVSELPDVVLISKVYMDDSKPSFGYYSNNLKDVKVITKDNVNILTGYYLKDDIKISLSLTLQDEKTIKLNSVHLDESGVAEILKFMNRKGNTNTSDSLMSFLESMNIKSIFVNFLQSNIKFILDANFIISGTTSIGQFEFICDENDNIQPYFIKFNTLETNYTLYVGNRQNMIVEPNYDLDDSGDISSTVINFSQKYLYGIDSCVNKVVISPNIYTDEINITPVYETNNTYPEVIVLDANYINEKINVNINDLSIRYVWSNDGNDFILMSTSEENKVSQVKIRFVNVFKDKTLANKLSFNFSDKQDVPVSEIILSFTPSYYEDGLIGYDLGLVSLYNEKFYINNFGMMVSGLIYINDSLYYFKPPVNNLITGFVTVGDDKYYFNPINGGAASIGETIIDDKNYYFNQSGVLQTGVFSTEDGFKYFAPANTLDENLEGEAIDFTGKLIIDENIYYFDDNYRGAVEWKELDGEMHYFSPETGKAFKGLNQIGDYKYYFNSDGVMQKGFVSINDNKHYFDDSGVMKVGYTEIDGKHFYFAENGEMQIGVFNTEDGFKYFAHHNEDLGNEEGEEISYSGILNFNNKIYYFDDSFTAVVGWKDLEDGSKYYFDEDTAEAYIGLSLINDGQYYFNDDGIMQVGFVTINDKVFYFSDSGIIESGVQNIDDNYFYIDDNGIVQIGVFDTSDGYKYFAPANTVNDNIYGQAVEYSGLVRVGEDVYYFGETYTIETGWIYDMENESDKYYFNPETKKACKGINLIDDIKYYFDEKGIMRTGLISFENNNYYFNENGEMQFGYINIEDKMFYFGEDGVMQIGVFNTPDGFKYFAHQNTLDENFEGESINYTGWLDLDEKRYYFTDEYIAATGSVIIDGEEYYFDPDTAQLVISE
# Numbers without * were called inactive. This is a subset, so the mix of outcomes need not match the whole.
SMILES,TcdB GH inh
Cc1ccc(S(=O)(=O)N[C@H]2CC[C@@H](CCNC(=O)C3CC3)O[C@H]2CO)cc1,-4.6
O=C(Nc1ccc2c(c1)[C@@H]1C[C@H](CC(=O)N3CCOCC3)O[C@H](CO)[C@@H]1O2)NC1CCCC1,1.1
Cc1ccc(S(=O)(=O)Nc2ccc3c(c2)CC(=O)N([C@@H](C)CO)C[C@@H](C)[C@@H](CN(C)CC2CCCCC2)O3)cc1,1.6
COc1cccc(S(=O)(=O)Nc2ccc3c(c2)[C@H]2C[C@@H](CC(=O)N[C@@H](C)c4ccccc4)O[C@H](CO)[C@H]2O3)c1,-0.6
CCCN1[C@@H]2c3ccc(C4=CCCCC4)c(=O)n3C[C@@H]2[C@@H](CO)[C@@H]1C(=O)OC,-2.7
COCC(=O)Nc1ccc2c(c1)C(=O)N(C)C[C@H](OC)[C@@H](C)CN(C(=O)NC(C)C)[C@@H](C)CO2,-1.0
C[C@@H]1CCCCO[C@@H](CN(C)C(=O)Nc2cccc3ccccc23)[C@H](C)CN([C@@H](C)CO)C(=O)c2cc(NS(=O)(=O)c3cccs3)ccc2O1,-0.4
C[C@@H]1CN([C@@H](C)CO)C(=O)c2cc(NS(=O)(=O)c3cccs3)ccc2O[C@@H]1CN(C)S(=O)(=O)c1ccc(Cl)cc1,-2.4
COc1ccc2c3c(n(C)c2c1)[C@H](CO)N(C(=O)C1CCC1)CC31CCN(CC2CCCC2)CC1,-1.7
C[C@H](CO)N1C[C@H](C)[C@H](CN(C)C(=O)Nc2ccccc2F)Oc2cc(-c3ccc(F)cc3)ccc2S1(=O)=O,0.5
COc1cccc(-c2cn(CC[C@H]3CC[C@H](NC(C)=O)[C@H](CO)O3)nn2)c1,-0.6
C[C@H](CO)N1C[C@H](C)[C@H](CN(C)C(=O)Nc2cccc3ccccc23)Oc2c(NS(=O)(=O)c3cn(C)cn3)cccc2C1=O,-0.7
C[C@H](CO)N1C[C@H](C)[C@H](CN(C)C(=O)Nc2ccc(F)cc2)Oc2ncc(C#Cc3ccc(F)cc3)cc2C1=O,0.5
N#C[C@@H]1[C@H](c2ccc(-c3ccccc3F)cc2)[C@H](CO)N1C(=O)C1CCC1,-3.1
O=C(N[C@H]1CC[C@H](CCn2cc(C3(O)CCCC3)nn2)O[C@@H]1CO)C1CCC1,-1.8
C[C@H](NC(=O)C[C@H]1CC[C@@H]2[C@H](COC[C@@H](O)CN2C(=O)Nc2cccc(Cl)c2)O1)c1ccccc1,-0.5
CN1C(=O)c2cc(NS(C)(=O)=O)ccc2OC[C@@H]2O[C@@H](CC(=O)NC3CCCCC3)CC[C@H]21,0.9
C[C@@H]1CCCCO[C@@H](CN(C)CC2CC2)[C@@H](C)CN([C@H](C)CO)C(=O)c2cc(NC(=O)Nc3ccc4c(c3)OCO4)ccc2O1,-0.2
CCCNC(=O)Nc1ccc2c(c1)OC[C@@H](C)N(CCC)C[C@H](C)[C@H](OC)CN(C)C2=O,-0.5
COc1cccc(S(=O)(=O)Nc2ccc3c(c2)C(=O)N(C)C[C@H](OC)[C@@H](C)CN[C@@H](C)CO3)c1,1.6
CC(C)C#Cc1cnc2c(c1)C(=O)N([C@@H](C)CO)C[C@@H](C)[C@H](CN(C)C(=O)Nc1cccc(F)c1)O2,0.1
C[C@H]1CN([C@@H](C)CO)C(=O)c2cccc(NS(=O)(=O)c3ccc(F)cc3)c2O[C@H]1CN(C)S(=O)(=O)c1ccc(F)cc1,0.8
C[C@@H]1CN([C@@H](C)CO)C(=O)c2cc(NC(=O)C3CC3)ccc2O[C@@H]1CN(C)C(=O)Nc1ccc(C(F)(F)F)cc1,3.2
CCNC(=O)[C@@H]1[C@@H](CO)[C@@H]2Cn3c(ccc(C4=CCCCC4)c3=O)[C@@H]2N1CC1CC1,0.9

# A second format for part of the listing above.
Structure	TcdB GH inh
C[C@H](CO)N1C[C@H](C)[C@H](CN(C)C(=O)Nc2ccc(F)cc2)Oc2ncc(C#Cc3ccc(F)cc3)cc2C1=O	0.5
N#C[C@@H]1[C@H](c2ccc(-c3ccccc3F)cc2)[C@H](CO)N1C(=O)C1CCC1	-3.1
O=C(N[C@H]1CC[C@H](CCn2cc(C3(O)CCCC3)nn2)O[C@@H]1CO)C1CCC1	-1.8
C[C@H](NC(=O)C[C@H]1CC[C@@H]2[C@H](COC[C@@H](O)CN2C(=O)Nc2cccc(Cl)c2)O1)c1ccccc1	-0.5
CN1C(=O)c2cc(NS(C)(=O)=O)ccc2OC[C@@H]2O[C@@H](CC(=O)NC3CCCCC3)CC[C@H]21	0.9
C[C@@H]1CCCCO[C@@H](CN(C)CC2CC2)[C@@H](C)CN([C@H](C)CO)C(=O)c2cc(NC(=O)Nc3ccc4c(c3)OCO4)ccc2O1	-0.2
CCCNC(=O)Nc1ccc2c(c1)OC[C@@H](C)N(CCC)C[C@H](C)[C@H](OC)CN(C)C2=O	-0.5
COc1cccc(S(=O)(=O)Nc2ccc3c(c2)C(=O)N(C)C[C@H](OC)[C@@H](C)CN[C@@H](C)CO3)c1	1.6
CC(C)C#Cc1cnc2c(c1)C(=O)N([C@@H](C)CO)C[C@@H](C)[C@H](CN(C)C(=O)Nc1cccc(F)c1)O2	0.1
C[C@H]1CN([C@@H](C)CO)C(=O)c2cccc(NS(=O)(=O)c3ccc(F)cc3)c2O[C@H]1CN(C)S(=O)(=O)c1ccc(F)cc1	0.8
C[C@@H]1CN([C@@H](C)CO)C(=O)c2cc(NC(=O)C3CC3)ccc2O[C@@H]1CN(C)C(=O)Nc1ccc(C(F)(F)F)cc1	3.2
CCNC(=O)[C@@H]1[C@@H](CO)[C@@H]2Cn3c(ccc(C4=CCCCC4)c3=O)[C@@H]2N1CC1CC1	0.9

# (listing goes on)
SMILES,TcdB GH inh
Cc1noc(C)c1NC(=O)N(C)C[C@@H]1Oc2c(NC(=O)c3cnccn3)cccc2C(=O)N([C@@H](C)CO)C[C@@H]1C,-1.5
O=C(C[C@@H]1CC[C@@H](NC(=O)c2ccc(F)cc2)[C@H](CO)O1)NCCc1ccncc1,-1.7
O=C(C[C@H]1C[C@H]2c3cc(NC(=O)C4CCOCC4)ccc3O[C@H]2[C@@H](CO)O1)NCCc1ccccc1,-0.5
CN1OC[C@@H]2CN(C(=S)Nc3cc(C(F)(F)F)cc(C(F)(F)F)c3)[C@H](c3ccccc3Br)C[C@@H]21,1.4
O=C(Nc1c(-c2ccccc2)[nH][nH]c1=O)c1ccc(-c2ccccc2)cc1,-0.6
COc1cccc(C#Cc2ccc([C@@H]3[C@@H](C#N)N(C(=O)C4CCCC4)[C@@H]3CO)cc2)c1,-0.5
CC(C)NC(=O)Nc1ccc2c(c1)CC(=O)N([C@@H](C)CO)C[C@@H](C)[C@@H](CN(C)S(=O)(=O)c1ccc(F)cc1)O2,1.3
COc1cc(CN2CC3(CN(C(=O)NC(C)C)C3)c3c(n(C)c4cc(OC)ccc34)[C@H]2CO)cc(OC)c1,0.4
COc1ccc(CN(C)C[C@@H]2Oc3ccc(NS(=O)(=O)c4ccc(F)cc4)cc3CC(=O)N([C@H](C)CO)C[C@@H]2C)cc1,-0.2
CCC(=O)Nc1ccc2c(c1)C(=O)N(C)C[C@@H](OC)[C@H](C)CN(Cc1cccnc1)[C@@H](C)CO2,-0.4
COc1ccc(S(=O)(=O)N2C[C@@H](O)COC[C@@H]3O[C@@H](CC(=O)N[C@@H]4CCN(Cc5ccccc5)C4)CC[C@H]32)cc1,-0.9
C[C@@H]1CN([C@@H](C)CO)C(=O)Cc2cc(NC(=O)Cc3ccccc3)ccc2O[C@H]1CN(C)Cc1ccccc1,-3.2
C[C@@H]1CN([C@H](C)CO)C(=O)c2cc(NC(=O)CCCCCC(=O)Nc3ccccc3N)ccc2O[C@H]1CN(C)S(C)(=O)=O,-0.3
CO[C@H]1CN(C)C(=O)c2cc(NC(=O)Nc3cccc(Cl)c3)ccc2OC[C@H](C)N(C)C[C@H]1C,1.5
O=C(C[C@@H]1C=C[C@H](NC(=O)CN2CCOCC2)[C@H](CO)O1)NCCc1ccccc1,1.4
C[C@H]1CN([C@@H](C)CO)C(=O)c2cccc(NC(=O)C3CCOCC3)c2O[C@@H]1CN(C)S(=O)(=O)c1ccccc1,-0.4
C[C@@H]1CN([C@@H](C)CO)C(=O)c2c(c3ccccc3n2C)-c2ccccc2CO[C@H]1CN(C)S(=O)(=O)c1cccc(C#N)c1,1.2
C[C@H](CO)N1C[C@H](C)[C@H](CN(C)Cc2ccc(C(=O)O)cc2)Oc2ccc(NS(C)(=O)=O)cc2CC1=O,0.0
COc1cccc(S(=O)(=O)N[C@H]2CC[C@H](CCn3cc(-c4ccccn4)nn3)O[C@H]2CO)c1,0.6
O=C(NCc1ccccc1)[C@@H]1[C@@H](CO)[C@@H]2Cn3c(cccc3=O)[C@H]1N2CC1CCCC1,1.1
CCC(=O)N(C)C[C@@H]1Oc2cc(C#C[C@@H](C)O)ccc2S(=O)(=O)N([C@@H](C)CO)C[C@@H]1C,-0.7
COc1ccc(C#Cc2ccc([C@H]3[C@@H](CO)N4CCCCN(C(=O)Cc5cccnc5)C[C@@H]34)cc2)cc1,0.4
Cc1noc(C)c1NC(=O)N(C)C[C@H]1OCCCC[C@H](C)Oc2ccc(NC(=O)NC3CCCCC3)cc2C(=O)N([C@H](C)CO)C[C@@H]1C,-0.4
C[C@@H]1CN([C@H](C)CO)C(=O)Cc2cc(NS(=O)(=O)c3ccccc3)ccc2O[C@H]1CN(C)S(=O)(=O)c1cccs1,-1.2
CS(=O)(=O)N1[C@H](C(=O)NCC2CC2)[C@@H](CO)[C@@H]2Cn3c(ccc(-c4ccccc4F)c3=O)[C@@H]21,-0.8
C[C@H]1CN([C@@H](C)CO)C(=O)c2cc(NC(=O)Cc3cn(C)c4ccccc34)ccc2O[C@@H]1CN(C)C(=O)Nc1ccccc1,0.1
CC=Cc1ccc2n(c1=O)C[C@H]1[C@H](CO)[C@@H](C(=O)N(C)C)[C@@H]2N1C(=O)c1ccc(F)cc1 (mixture of isomers),-0.5
O=C(NCC1CC1)[C@@H]1[C@@H](CO)[C@@H]2Cn3c(ccc(-c4cccnc4)c3=O)[C@H]1N2C(=O)C1CC1,1.1
CO[C@H]1CN(C)C(=O)c2ccc(NC(=O)C3CCC3)cc2OC[C@@H](C)N(Cc2ccncc2)C[C@@H]1C,0.1
CCCN(C)C[C@H]1Oc2ncc(C#CCN(C)C)cc2C(=O)N([C@@H](C)CO)C[C@@H]1C,0.4
CN(C)C(=O)C[C@@H]1C[C@H]2c3cc(NC(=O)Nc4ccc(C(F)(F)F)cc4)ccc3O[C@H]2[C@H](CO)O1,1.1
COCC(=O)N1C[C@@H](C)[C@@H](OC)CN(C)C(=O)c2ccc(NC(=O)c3ccccc3)cc2OC[C@H]1C,-3.9
C[C@@H]1CN([C@@H](C)CO)C(=O)c2cc(-c3ccc(C#N)cc3)cnc2O[C@H]1CN(C)C(=O)CN(C)C,1.0
C/C=C/c1ccc([C@@H]2[C@H](CO)N(C(=O)C3CCCC3)C23CN(C(=O)NC(C)C)C3)cc1,-2.1
CC(=O)NC[C@@H]1[C@@H](c2ccc(C3=CCCCC3)cc2)[C@@H](CO)N1C(=O)C1CCC1,1.1
CN1C(=O)c2cc(NC(=O)Cc3cccs3)ccc2OC[C@@H]2O[C@H](CC(=O)NCC3CCCCC3)CC[C@H]21,0.0
C[C@H](CO)N1C[C@H](C)[C@@H](CN(C)Cc2cccnc2)OCc2ccccc2-c2ccccc2C1=O,-0.3
COc1ccc(CN(C)C[C@H]2Oc3c(NS(C)(=O)=O)cccc3C(=O)N([C@H](C)CO)C[C@@H]2C)cc1,0.6
C[C@@H]1CCCCO[C@@H](CN(C)S(=O)(=O)c2ccccc2)[C@H](C)CN([C@@H](C)CO)C(=O)c2cc(NS(=O)(=O)c3cccs3)ccc2O1,-1.8
Cc1ccc(S(=O)(=O)Nc2ccc3c(c2)C(=O)N([C@H](C)CO)C[C@@H](C)[C@H](CN(C)C(=O)NC(C)C)OCCCC[C@@H](C)O3)cc1,-2.7
O=C(c1cnccn1)N1CC(=O)N2[C@@H](CO)[C@H](c3ccc(C#CCC4CCCC4)cc3)[C@@H]2C1,0.4
O=C(N[C@H](Cc1ccccc1)C(=O)NCC1CCCCC1)[C@H]1O[C@@H](n2ccc(=O)[nH]c2=O)[C@H](O)[C@@H]1O,0.8
O=C(N[C@@H]1CC[C@@H](CCn2cc(Cc3ccccc3)nn2)O[C@@H]1CO)c1cnccn1,1.2
Cc1noc(C)c1NC(=O)N(C)C[C@@H]1Oc2ncc(C#CC3CCCCC3)cc2C(=O)N([C@@H](C)CO)C[C@H]1C,-1.0
O=C(C[C@@H]1CC[C@@H]2[C@H](COC[C@@H](O)CN2C(=O)c2ccccc2)O1)NCc1cccc(F)c1,-1.6
COCC(=O)N1C[C@@H](C)[C@H](OC)CN(C)C(=O)c2cc(NC(=O)Nc3ccccc3)ccc2OC[C@@H]1C,2.3
CO[C@@H]1CN(C)C(=O)c2ccc(NS(=O)(=O)c3ccccc3C)cc2OC[C@@H](C)N(S(=O)(=O)c2ccccc2)C[C@H]1C,0.8
C[C@H](CO)N1C[C@H](C)[C@H](CN(C)C(=O)C2CCOCC2)Oc2cc(-c3ccc(C(=O)N(C)C)cc3)ccc2S1(=O)=O,1.6
CN1CCN(C(=O)C[C@@H]2CC[C@@H]3[C@H](COC[C@@H](O)CN3C(=O)C3CCCC3)O2)CC1,-1.8
C[C@H]1CCCCO[C@H](CN(C)C(=O)NC2CCCCC2)[C@@H](C)CN([C@@H](C)CO)C(=O)c2cc(NS(=O)(=O)c3ccc(Cl)cc3)ccc2O1,1.4
CCC(=O)Nc1ccc2c(c1)C(=O)N(C)[C@H]1CC[C@H](CC(=O)NCCOC)O[C@H]1CO2,0.3
COc1ccccc1CNC(=O)C[C@@H]1CC[C@@H]2[C@H](COC[C@H](O)CN2Cc2ccccc2)O1,0.2
C[C@H]1CN([C@@H](C)CO)C(=O)c2cc(NS(C)(=O)=O)ccc2O[C@H]1CN(C)C,-4.5
CC(C)CC#Cc1cnc2c(c1)C(=O)N([C@@H](C)CO)C[C@H](C)[C@@H](CN(C)C(=O)CN1CCOCC1)O2,0.0
Cc1ccccc1-c1ccc([C@@H]2[C@H](CO)N3CCCCN(S(=O)(=O)c4cn(C)cn4)C[C@@H]23)cc1,0.6
C[C@@H]1CN([C@@H](C)CO)C(=O)c2cc(NC(=O)C3CC3)ccc2O[C@@H]1CN(C)Cc1ccc(-c2ccccc2)cc1,0.7
C[C@@H]1CN([C@H](C)CO)S(=O)(=O)c2ccc(Br)cc2O[C@H]1CN(C)Cc1ccncc1,1.3
